Compound activity: PubChem, Fisher Drug Discovery Resource Center
mcGAS lum: blocks mouse cGAS activity; 160,000 compounds, 0.15% hits; AID 1259399; recombinant cGAS, Kinase-Glo ATP depletion luminescence; Q8C6L5; inhibition, % at 12.5 µM;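 further: 0% = negative control wells and 100% = reference inhibitor with no enzyme activity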
NPYLR7 agonist: activates Aedes aegypti NPYLR7 receptor; 270,000 compounds, 0.15% hits; AID 1259423; activation, % at 10 µM; HEK293T NPYLR7/Galpha15, GCaMP6s calcium fluorescence; in the data active means activation above about 40%;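 further: 0% = vehicle and 100% = reference agonist at the receptor; some compounds past the cut are filed as inactive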
hcGAS lum: inhibitors of human cGAS; 290,000 compounds, 0.081% hits; recombinant h-cGAS, ATP depletion, Kinase-Glo luminescence; inhibition, % at 12.5 µM; AID 1259398;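 further: 0% = vehicle reaction and 100% = reaction without DNA for no activity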
Target sequence (Q8N884 whole entry, looked up): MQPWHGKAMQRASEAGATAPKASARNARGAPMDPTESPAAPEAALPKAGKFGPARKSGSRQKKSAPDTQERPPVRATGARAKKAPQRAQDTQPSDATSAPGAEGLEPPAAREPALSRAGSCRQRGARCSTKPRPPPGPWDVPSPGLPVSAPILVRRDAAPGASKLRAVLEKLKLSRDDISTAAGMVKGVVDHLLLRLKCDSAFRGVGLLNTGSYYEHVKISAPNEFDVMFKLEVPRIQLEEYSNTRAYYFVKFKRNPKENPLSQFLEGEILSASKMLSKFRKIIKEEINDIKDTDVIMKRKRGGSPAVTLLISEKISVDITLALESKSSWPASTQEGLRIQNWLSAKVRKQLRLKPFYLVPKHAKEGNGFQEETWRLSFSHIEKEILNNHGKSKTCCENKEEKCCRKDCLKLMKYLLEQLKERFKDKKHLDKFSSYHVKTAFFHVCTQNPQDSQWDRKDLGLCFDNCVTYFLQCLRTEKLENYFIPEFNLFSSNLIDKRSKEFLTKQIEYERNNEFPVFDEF
* hit, by the source's call; x = no result given; & = joins results of further samples. Unless noted, no stated cut-off is given here; in the data, active means inhibition above about 40%; inactive means the rest.

The first 5 compounds (preview)
Compound | mcGAS lum | NPYLR7 agonist | hcGAS lum
Cc1ccc(Cc2nnc(SCC(=O)Nc3c(C)cccc3C)[nH]c2=O)cc1 | -6 | -5 | 0
COc1cccc(CC(=O)N(Cc2ccccn2)CC(C)C)c1 | -13 | x | -10
CCn1ncc(C(=O)NCc2noc(-c3c(F)cccc3F)n2)c1C | x | 2 | -3
COc1ccccc1Nc1nc(-c2ccccc2)c2cc(Br)ccc2n1 | -7 | -5 | -2
Cc1cc(N(Cc2ccc(C(N)=O)cc2)C2CC2)nc(C)n1 | -7 | 3&-3 | -7&-4

The listing, from the start:
Compound | mcGAS lum | NPYLR7 agonist | hcGAS lum
Cc1ccc(Cc2nnc(SCC(=O)Nc3c(C)cccc3C)[nH]c2=O)cc1 | -6 | -5 | 0
COc1cccc(CC(=O)N(Cc2ccccn2)CC(C)C)c1 | -13 | x | -10
CCn1ncc(C(=O)NCc2noc(-c3c(F)cccc3F)n2)c1C | x | 2 | -3
COc1ccccc1Nc1nc(-c2ccccc2)c2cc(Br)ccc2n1 | -7 | -5 | -2
Cc1cc(N(Cc2ccc(C(N)=O)cc2)C2CC2)nc(C)n1 | -7 | 3&-3 | -7&-4
CC(=O)Nc1cnc(-c2ccccc2Cl)cn1 | x | 4 | -7
CC(C)CC(=O)Nc1ccnn1C1CCN(C(=O)c2cccc(N(C)C)c2)CC1 | -2 | x | 0
O=c1c2ccccc2c(=O)c2c1c(O)cc1oc3ccccc3[nH]c12 | -10 | -2 | -2
CC(=O)Nc1cccc(-c2ccc(NCCO)nn2)c1 | -11 | x | -7
Cc1cn2c3c(=O)n(CC=Cc4ccccc4)c(=O)n(C)c3nc2n1CCCl | -8 | 2 | 3
CCn1c(C)c(C(=O)CN(C(=O)c2cccc(C(F)(F)F)c2)C2CCCCC2)c(C)c1C(=O)OC | -5 | -12 | -7
CCOC(=O)C(c1cc(OC)ccc1OC)C1C=CC(NC(=O)c2sccc2Cl)C1 (stereo not given) | 3 | 2 | 8
O=C(NCCN1CCCCC1)c1csc(CSc2nnc(-c3ccncc3)n2-c2ccccc2F)n1 | 0 | -10 | 0
COc1ccc(C(=O)Oc2coc(CSc3nc(C)cs3)cc2=O)cc1OC | 2 | -11 | 2
COC(=O)CN1CCN(c2ccc(NC(=O)c3ccco3)cc2)CC1 | -17 | 4 | -7
CCN(C(=O)CSc1nnc(C2CC2)n1C)C1=CCCCC1 | x | 10 | -6
COc1ccc(-c2cc(C(=O)Nc3cccc(C)c3)c3ccccc3n2)cc1 | x | -9 | -1
O=C(c1c(F)c(F)c(F)c(F)c1F)N1CCN(c2nc3nccc(-c4ccc(C5CCCCC5)cc4)n3n2)CC1 | -7 | 6 | -6
CC(=O)N1CCN(C(=O)C2(C)CCN2Cc2ccc(-c3ccccc3)o2)CC1 (stereo not given) | x | -5 | 4
Fc1ccc(-c2n[nH]c(=S)n2-c2ccccc2)cc1 | x | 9 | -4
CCc1cc(-c2ccccc2CO)nc(N2CCOCC2)n1 | x | 11 | -3
CNC(=O)CN(C)c1nccc(C(F)(F)F)n1 | -13 | 1 | -8
CCC(CC)C(=O)N1[C@@H](c2ccccc2)[C@@H](C(=O)O)C[C@]12CCCCN(C)C2=O | 1 | 2 | 6
O=S(=O)(Nc1ccc(-c2ccc3nnc(-c4ccncc4)n3n2)cc1)c1ccccc1 | -6 | -13 | -5
COc1ccc(-c2ccc3nc(-c4cccc5c4OCO5)oc3c2)c(OC)c1OC | -1 | x | 1

Continued, starting with the last three of the part before.
Compound | mcGAS lum | NPYLR7 agonist | hcGAS lum
CCC(CC)C(=O)N1[C@@H](c2ccccc2)[C@@H](C(=O)O)C[C@]12CCCCN(C)C2=O | 1 | 2 | 6
O=S(=O)(Nc1ccc(-c2ccc3nnc(-c4ccncc4)n3n2)cc1)c1ccccc1 | -6 | -13 | -5
COc1ccc(-c2ccc3nc(-c4cccc5c4OCO5)oc3c2)c(OC)c1OC | -1 | x | 1
COCc1ccc(C(=O)N2CCCC(O)(CO)CC2)s1 (stereo not given) | -10 | 3 | -7
COc1cc2cc(CN3CCCC(CO)(CO)C3)c(=O)[nH]c2cc1OC | -11 | 14 | -3
C=CCCC(O)CN(Cc1ccc(OC)cc1)Cc1cccc(C)c1 (stereo not given) | 1 | -1 | -1
O=S(=O)(c1ccc(F)cc1F)N1CCN(c2nccc(-c3ccc(Oc4ccccc4)cc3)n2)CC1 | -6 | 7 | -2
O=C(CC(c1ccccc1)c1ccco1)N1CCCn2cncc2C1 (stereo not given) | -16 | 26 | -4
O=C(Cn1nc2c(c1NC(=O)CSc1ccncc1)CSC2)NCc1ccco1 | -6 | -5 | -1
c1ccc(Cn2cc(Cn3nnc(-c4ccccc4)n3)nn2)cc1 | x | 1 | 0
COc1cccc(CN(CC(O)COCC(C)C)CC2CC(c3ccccc3F)=NO2)c1 (stereo not given) | -4 | -2 | -2
CCCCn1ccc2nc3ccn(-c4n[nH]c(C)n4)c(=O)c3cc2c1=O | x | 2 | -5
O=C(c1cc(=O)c2cccc(F)c2[nH]1)N1CCOC(C(F)(F)F)C1 (stereo not given) | -11 | 14 | -5
O=C(Cn1nc2c(c1NC(=O)c1ccc(C(F)(F)F)cc1)CSC2)NCc1ccco1 | -1 | -4 | -1
CCn1nc(CC(C)C)cc1C(=O)N1CCC2(CC1)C(=O)Nc1ccccc12 | -15 | 5 | -3
c1coc(C(CNCc2ccc(N3CCCCC3)cc2)N2CCCC2)c1 (stereo not given) | x | -6 | 3
OCC1(CCc2ccccc2)CCN(c2nccc(N3CCC(O)C3)n2)CC1 (stereo not given) | x | -3 | -3
COc1cc(CN2CCC3(CC2)CC3C(=O)N(C)CCOc2ccc(C)cc2)cc(OC)c1OC (stereo not given) | -13 | 22 | -6
O=C(Nc1cccc(-n2cccn2)c1)C1CCCN(Cc2cn[nH]c2-c2ccccc2)C1 (stereo not given) | -10 | 2 | -9
COc1ccc(F)cc1CSc1nnc(NC(C)C)s1 | x | 12 | -8
CCOc1ccc(CN(Cc2cccc3c2OCO3)C2CC2)cc1 | -12 | -2 | -6
COc1cccc(C2=NC(=Cc3cc(OC)c(OC)cc3OC)C(=O)O2)c1 | x | 0 | -13
Cc1ccsc1CCNC(=O)c1ccc(C#CC(C)(C)O)o1 | -15 | 3 | -7
Cc1ccc(CN(CCN(C)C)C(=O)c2cn(C)c3ccccc23)s1 | x | -6 | 0
COCc1ccccc1C(=O)N1CCC(Nc2ccc(F)cc2)CC1 | -6 | 6 | -5
Cc1ccccc1OCCNc1nc(-c2cccnc2)nc2c1cnn2C | -10 | 2 | -7
CCOc1cc(Nc2ccc(NC(=O)Nc3ccc(C)cc3)cc2)nc(C)n1 | -8 | 16 | -10
CC(C)NC(=O)c1ccccc1Nc1c([N+](=O)[O-])cc(C(F)(F)F)cc1[N+](=O)[O-] | -9 | 0 | -11
COc1ccc(NC(=O)CN(C)CC(=O)Nc2ccc3c(c2)OCCCO3)cc1 | -2 | 0 | 1
O=C(Nc1cc(Cl)c(Cl)cc1Cl)c1cccn(OCc2ccc(F)cc2)c1=O | -9 | 4 | -5
CCCCN(CC#Cc1ccccc1)C(=O)c1ccoc1 | x | 4 | -8
Cc1ccc(NC(=O)CSc2nc(=O)n3cc(Cl)ccc3n2)cc1 | x | 6 | 1
COc1ccc(Cl)cc1NC(=O)Cn1nc(C2CC2)c2cnn(-c3ccccc3)c2c1=O | x | 6 | -8
Cc1ccc(-c2nccn2CCc2nc3ccccc3[nH]2)o1 | -10 | -3 | -5
COc1ccccc1-c1cn2c(C(=O)N3CCC(N4CCSCC4)CC3)csc2n1 | -1 | 10 | 1
Cc1ccc(CNc2cccc(C(=O)NC(C)Cc3cccnc3)c2)s1 (stereo not given) | x | 13 | -6
CC(C)CC1=NN(C(=O)c2cccc(Br)c2)C(O)(C(F)(F)F)C1 (stereo not given) | -7 | 0 | -6
CCCCCC(=O)N(Cc1ccc(OS(C)(=O)=O)cc1)CC1CCCO1 (stereo not given) | -3 | -1 | -4
CNCc1cc(-c2ccc(OC)c(Cl)c2)ccc1OC | x | 8 | -1
CN1CCN(CC(=O)Nc2ccccc2C2COC(=O)C2=N)CC1 (stereo not given) | x | 10 | 1
COC(=O)[C@@H]1C[C@@H](NC(=O)c2sc(C(C)C)nc2C)CN1C | x | -4 | 1
O=c1ccc(-c2ccc(S(=O)(=O)NC3CCCCC3)s2)n[nH]1 | -1 | 3 | -1
CC(C)c1nc(CN2CCCN(C3CCOC3=O)CC2)no1 (stereo not given) | -14 | 8 | -5
CN(C)c1nc(N)c2c(N)nc3c(cc(O)n3C(=O)NC34CC5CC(CC(C5)C3)C4)c2c1C#N | x | 3 | -9
Cc1cnc(NC(=O)c2csc3c2CCCC3)s1 | -7 | 1 | -6
COc1ccc(-n2c(C)cn3c4c(=O)n(CC(C)=O)c(=O)n(C)c4nc23)c(OC)c1 | x | -1 | -3
O=C(O)[C@@H]1C[C@@H](C(=O)O)N1 | -5 | 4 | -6
c1cc(-c2cc3ccccc3o2)cc(-n2cnnc2)c1 | x | -5 | -2
O=C(Nc1cnn(CC2CCCO2)c1)c1nn(-c2ccc(F)cc2)c2c1CCC2 (stereo not given) | -14 | -4 | -3
Cc1nnc(-c2cc3ccccc3[nH]2)o1 | x | -4 | -5
CC(NC(=O)C1CC2CCCC(C1)C2=O)c1ccc2c(c1)OCCCO2 (stereo not given) | x | 1 | -6
Cc1ccsc1C(=O)N1CCC1(C)C(=O)NCc1cccc2ccccc12 (stereo not given) | x | 8 | -11
Cc1[nH]nc(C2NCCc3[nH]cnc32)c1Cl (stereo not given) | x | 8 | -8

More compounds follow:
Compound | mcGAS lum | NPYLR7 agonist | hcGAS lum
CN1CC(=O)N(CCCC(=O)Nc2ccc(OCc3ccccc3)cc2)C1=O | x | 10 | -6
COc1ccccc1/C=C/C1=NC(=C\c2cccc([N+](=O)[O-])c2)/C(=O)O1 | x | -3 | -2
CC(Sc1ncc(-c2ccc(F)cc2)o1)C(=O)N(C)C (stereo not given) | -15 | 3 | 0
CCNC(=O)N1CCCC(OCc2cccc(OC(F)(F)F)c2)C1 (stereo not given) | -3 | 6 | -1
C#Cc1cccc(NC(=O)CNC(=O)c2ccc(=O)n(CCOC)n2)c1 | -3 | 11 | -4
Cc1cc(OCC2CN(C(=O)C(C)Oc3ccccc3Cl)CCO2)ccc1Cl (stereo not given) | x | 13 | 0
CN1CCN(Cc2ccc(-c3ccc(C(N)=O)cc3)nc2)CC1 | -18 | 4 | -7
C=CCNC(=O)CSc1nc2sc3c(c2c(=O)[nH]1)CCCC3 | x | -3 | -2
CC(C)Cc1nc(N2CCCN(C(=O)/C=C/c3ccccc3)CC2)c2c(-c3cccc(C(F)(F)F)c3)noc2n1 | -3 | 13 | -1
COc1ccc(NC(=O)c2nn3c(C(F)(F)F)cc(-c4ccccc4)nc3c2Br)c(OC)c1 | -2 | -4 | 2
CCCCCN(C)Cc1nnnn1Cc1ccc(F)cc1Cl | -5 | x | -7
CN(CCOc1ccccc1)C(=O)c1cc(COc2c(F)cccc2F)on1 | x | 6 | -8
CCCCc1cnc2c(c1SCC(N)=O)c(=O)n(C)c(=O)n2C | -9 | 3 | -5
O=C(NCc1ccccc1Cl)c1ccc(S(=O)(=O)N2CCCC2)o1 | x | 39 | 5
CC(=O)OCC(=O)[C@@]1(O)CC[C@H]2[C@@H]3C[C@H](C)C4=CC(=O)C=C[C@]4(C)[C@H]3[C@@H](O)C[C@@]21C | x | 0 | -4
COC(=O)COc1ccc2c(=O)c(Oc3ccc(OC)cc3)coc2c1 | -3 | 4 | -3
O=C(N[C@H]1CCN2C(=O)[C@@H]3[C@H](OCC4CC4)CCN3C(=O)[C@H]12)C1CCC1 | -7 | -10 | -2
COC(=O)c1c(-c2ccccc2)c(-c2ccccc2)nn(C)c1=O | x | -3 | 6
CCN1CCN(c2oc(-c3ccc(COc4ccc(OC)cc4)o3)nc2C#N)CC1 | -6 | 0 | -5
CCNC(=O)C1(C)CCCN1C(=O)COc1ccc(Cl)cc1 (stereo not given) | -8 | 3 | -13
COc1ccccc1-c1ccc(=O)n(CC#N)n1 | x | 9 | -12
CCOC(=O)CC(=O)N1CC(=O)N2CCc3cc(OC)c(OC)cc3C2C1 (stereo not given) | -8 | 36 | -7
CON(C)c1nc(NCC(C)C)nc(OCC#N)n1 | x | 5 | -1
CC(C)CNC(CC(=O)Nc1ccccc1)C(=O)O (stereo not given) | x | 1 | -13
CN(C)C(=O)Cn1cnc(NC(=O)NCCc2ccccc2F)n1 | x | 10 | -10
CCn1c(SCC(=O)Nc2cccc3ccccc23)nc2c(c1=O)SCC2 | -7 | -2 | -9
COc1ccc(C2C(C(=O)OC(C)C)=C(C)NC3=C2C(=O)CC(c2ccccc2)C3)c(OC)c1 (stereo not given) | -5 | 6 | -6

Compounds from the list above containing a COOH group (three):
Compound | mcGAS lum | NPYLR7 agonist | hcGAS lum
CCC(CC)C(=O)N1[C@@H](c2ccccc2)[C@@H](C(=O)O)C[C@]12CCCCN(C)C2=O | 1 | 2 | 6
O=C(O)[C@@H]1C[C@@H](C(=O)O)N1 | -5 | 4 | -6
CC(C)CNC(CC(=O)Nc1ccccc1)C(=O)O (stereo not given) | x | 1 | -13

Nothing new here: entries from further up.
Compound | mcGAS lum | NPYLR7 agonist | hcGAS lum
CCn1c(SCC(=O)Nc2cccc3ccccc23)nc2c(c1=O)SCC2 | -7 | -2 | -9
COc1ccc(C2C(C(=O)OC(C)C)=C(C)NC3=C2C(=O)CC(c2ccccc2)C3)c(OC)c1 (stereo not given) | -5 | 6 | -6
